# From PubChem BioAssay
# Anthrax LF prot – Bacillus anthracis LF protease inhibitors, primary screen, biochemical, multiplex microsphere, MLPCN library; AID 588501, 2011; actives 0.12% (n = 360,000); Lethal factor (Bacillus anthracis), P15917; inhibition, % at 10 µM; multiplex microsphere protease cleavage assay; further: plate controls were buffer without enzyme for full effect and enzyme alone for no effect
# PfHsp40 rescue – rescue of yeast from PfHsp40 toxicity, primary screen, S. cerevisiae, ATP luminescence; S. cerevisiae expressing PfHsp40, growth rescue; growth rescue, % at 12.5 µM; actives 0.68% (n = 340,000); in the data active means growth rescue above about 28%, passing the limit was not always enough; inconclusive means no clear call, values can overlap the other calls;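 further: yeast W303a lacking pdr1 and pdr3 grown in galactose medium; growth measured after three days at 30 °C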
# PrPC surface inh – inhibitors of human cell surface prion protein PrPC, primary screen, cell-based, TR-FRET; Major prion protein (Homo sapiens), P04156; TR-FRET read-out; inhibition, % at 13.8 µM; actives 0.43% (n = 370,000); AID 720596, 2013; in the data active means inhibition above about 24%; further: 0% = median of the test wells and 100% = reference compound wells
# TcdB GH inh – TcdB glycohydrolase inhibitors, primary screen, biochemical, single point, plate reader | Toxin B (Clostridioides difficile), P18177 | TcdB glycohydrolase enzymatic assay | inhibition, % at 9.99 µM | actives 0.24% (n = 350,000) | AID 652162, 2013; in the data active means inhibition above about 10%
# Target sequence (P18177 whole entry, looked up): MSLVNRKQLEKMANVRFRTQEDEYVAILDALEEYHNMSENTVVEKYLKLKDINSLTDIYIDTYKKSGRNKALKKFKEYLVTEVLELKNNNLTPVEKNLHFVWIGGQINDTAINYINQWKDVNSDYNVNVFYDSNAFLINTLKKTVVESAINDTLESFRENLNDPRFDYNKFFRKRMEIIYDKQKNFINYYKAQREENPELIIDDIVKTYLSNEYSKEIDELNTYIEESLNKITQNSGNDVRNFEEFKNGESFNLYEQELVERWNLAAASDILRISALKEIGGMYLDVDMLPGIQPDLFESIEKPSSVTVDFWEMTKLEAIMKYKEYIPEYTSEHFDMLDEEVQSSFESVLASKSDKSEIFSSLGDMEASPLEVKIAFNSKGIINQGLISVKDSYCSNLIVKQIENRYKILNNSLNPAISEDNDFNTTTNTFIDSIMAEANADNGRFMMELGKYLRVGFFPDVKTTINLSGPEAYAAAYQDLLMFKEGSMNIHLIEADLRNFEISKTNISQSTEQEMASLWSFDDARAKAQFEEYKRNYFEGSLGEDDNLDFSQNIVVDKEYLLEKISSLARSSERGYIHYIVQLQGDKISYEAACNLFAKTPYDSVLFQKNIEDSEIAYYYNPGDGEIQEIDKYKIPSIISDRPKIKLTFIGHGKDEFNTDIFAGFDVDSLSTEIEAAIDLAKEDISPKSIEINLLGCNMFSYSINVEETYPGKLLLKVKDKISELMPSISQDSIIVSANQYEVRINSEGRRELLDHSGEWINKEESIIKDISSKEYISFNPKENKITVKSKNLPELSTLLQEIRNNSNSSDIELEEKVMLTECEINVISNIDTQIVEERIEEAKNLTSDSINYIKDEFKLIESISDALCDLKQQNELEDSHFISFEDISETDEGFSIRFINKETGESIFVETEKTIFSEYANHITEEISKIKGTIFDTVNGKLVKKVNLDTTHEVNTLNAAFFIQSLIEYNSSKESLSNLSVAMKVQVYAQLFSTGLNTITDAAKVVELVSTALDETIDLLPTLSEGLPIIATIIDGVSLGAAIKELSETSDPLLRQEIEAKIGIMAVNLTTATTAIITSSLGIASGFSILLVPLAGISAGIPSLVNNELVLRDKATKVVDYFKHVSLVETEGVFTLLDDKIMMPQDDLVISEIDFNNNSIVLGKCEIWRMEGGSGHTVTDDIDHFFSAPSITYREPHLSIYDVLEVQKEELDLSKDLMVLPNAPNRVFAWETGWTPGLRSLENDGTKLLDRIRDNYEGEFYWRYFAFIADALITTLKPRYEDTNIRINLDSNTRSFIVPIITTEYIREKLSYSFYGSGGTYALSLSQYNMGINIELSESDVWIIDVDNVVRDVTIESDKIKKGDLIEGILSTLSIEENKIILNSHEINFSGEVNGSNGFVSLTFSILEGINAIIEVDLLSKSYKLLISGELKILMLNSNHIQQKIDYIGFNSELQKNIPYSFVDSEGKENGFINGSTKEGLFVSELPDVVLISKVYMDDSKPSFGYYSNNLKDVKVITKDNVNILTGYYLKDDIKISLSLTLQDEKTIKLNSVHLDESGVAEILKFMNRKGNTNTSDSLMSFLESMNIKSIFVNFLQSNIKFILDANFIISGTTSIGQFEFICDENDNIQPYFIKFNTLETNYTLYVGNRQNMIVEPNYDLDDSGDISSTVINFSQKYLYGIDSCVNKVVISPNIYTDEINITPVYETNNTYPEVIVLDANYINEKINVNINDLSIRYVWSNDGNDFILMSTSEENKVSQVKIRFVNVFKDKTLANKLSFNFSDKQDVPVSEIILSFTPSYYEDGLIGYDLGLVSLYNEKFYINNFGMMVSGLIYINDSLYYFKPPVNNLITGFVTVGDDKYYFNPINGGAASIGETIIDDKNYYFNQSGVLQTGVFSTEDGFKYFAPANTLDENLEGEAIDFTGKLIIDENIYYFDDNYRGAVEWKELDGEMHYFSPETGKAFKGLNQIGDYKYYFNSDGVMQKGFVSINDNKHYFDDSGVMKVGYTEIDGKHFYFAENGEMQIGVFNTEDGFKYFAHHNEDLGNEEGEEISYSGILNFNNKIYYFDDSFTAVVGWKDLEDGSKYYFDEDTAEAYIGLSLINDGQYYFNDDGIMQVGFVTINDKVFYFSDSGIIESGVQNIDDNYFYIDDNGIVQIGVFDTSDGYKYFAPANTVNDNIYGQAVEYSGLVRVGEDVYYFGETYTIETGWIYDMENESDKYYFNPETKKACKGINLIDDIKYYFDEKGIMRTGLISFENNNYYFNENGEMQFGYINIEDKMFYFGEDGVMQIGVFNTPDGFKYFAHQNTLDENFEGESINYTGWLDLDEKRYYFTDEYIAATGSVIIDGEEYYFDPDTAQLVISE
# CCHF vOTU inh – CCHFV vOTU protease inhibitors, primary screen, biochemical, Pep-AMC substrate, fluorescence | actives 0.55% (n = 370,000) | Crimean-Congo hemorrhagic fever virus L polyprotein viral ovarian tumor (vOTU) protease … | inhibition, % at 11.5 µM; in the data active means inhibition above about 30%; further: 0% = vehicle wells with enzyme and 100% = no enzyme wells
# BoNT-F LC inh – BoNT/F light chain protease inhibitors, primary screen, biochemical, flow cytometry, MLPCN library; Botulinum neurotoxin type F light chain protease (Clostridium botulinum); Multiplex microsphere protease cleavage assay; inhibition, % at 10 µM; actives 0.22% (n = 360,000); AID 588497, 2011; in the data active means inhibition above about 35%, passing the limit was not always enough; inconclusive means no clear call, values can overlap the other calls; further: plate controls were buffer without enzyme for full effect and enzyme alone for no effect
# FadD28 binding – inhibitors of FadD28 bisubstrate probe binding, primary screen, biochemical, fluorescence polarization, single point | Mycobacterium tuberculosis FadD28 fatty-acid-AMP ligase | inhibition, % at 12.5 µM | actives 0.22% (n = 360,000) | AID 588549, 2011; in the data active means inhibition above about 8.5%, passing the limit was not always enough; inconclusive means no clear call, values can overlap the other calls
# Y pestis TopoI – Yersinia pestis topoisomerase I inhibitors, primary screen, biochemical, cleavage product accumulation, plate reader, single point | AID 504884, 2011 | Y. pestis Topo-I cleavage product accumulation | actives 0.064% (n = 360,000) | activity, % at 10 µM; in the data active means activity above about 50%, passing the limit was not always enough; inconclusive means no clear call, values can overlap the other calls; further: inactives centre near 2
# BoNT-A LC inh2 – BoNT/A light chain protease inhibitors, primary screen, biochemical, flow cytometry, MLPCN library; AID 588499, 2011; inhibition, % at 10 µM; Botulinum neurotoxin type A light chain protease (Clostridium botulinum A str. ATCC 3502); multiplex microsphere protease substrate cleavage; actives 0.17% (n = 360,000); further: plate controls were buffer without enzyme for full effect and enzyme alone for no effect
# Numbers without * were called inactive; ? = inconclusive; / = no result given. Unless noted, no stated cut-off is given here; in the data, active means inhibition above about 30%; inconclusive means no clear call, values can overlap the other calls; inactive means below that.
Structure,Anthrax LF prot,PfHsp40 rescue,PrPC surface inh,TcdB GH inh,CCHF vOTU inh,BoNT-F LC inh,FadD28 binding,Y pestis TopoI,BoNT-A LC inh2
O=C(CN1CCN(Cc2cccc(Cl)c2)C1=O)NCC1CCCO1 (stereo not drawn),-1,0.1,-4,1.0,13,-2,-3.3,4,0.3
CCC1CCCCN1CCNS(=O)(=O)c1ccc2c(c1)CCN2C(C)=O (stereo not drawn),-1,-1.1,-9,/,0,-2,1.3,1,-0.7
Cc1ccccc1C(=O)Nc1c(C(=O)N2CCCC2)cnn1-c1ccccc1,-3,0.0,-2,-0.3,-26,-2,-1.2,4,-0.5
CCOc1ncccc1C(=O)Nc1c(C)n(C)n(-c2ccccc2)c1=O,-4,-0.2,6,-12,14,-2,-1.2,2,-1.6
S=C(NCc1ccco1)N1CCN(C(c2ccccc2)c2ccccc2)CC1,-1,1.7,-4,1.2,-13,-8,-1.6,24,-0.9
Brc1ccc(-c2nn[nH]n2)cc1,1,0.0,8,-0.9,-8,-1,-3.3,5,-0.4
CCN(CC(=O)Nc1c(F)cccc1F)C(=O)CCOc1ccccc1,?,0.9,6,-1.9,17,?,-2.4,1,1.7
O=Cc1cn(CCC(=O)O)nc1-c1cccc(Cl)c1,-2,-0.3,-4,-0.4,-10,-3,-1.9,-3,-0.9
CCCNC(=O)Cn1c(=O)n(CC(=O)N2CCCCC2)c(=O)c2sccc21,0,0.4,3,-1.7,8,12,0.4,2,0.8
CC(=O)NC1CC2CCCC(C1)N2CC(=O)Nc1ccccc1 (stereo not drawn),2,-1.4,-1,/,-6,20,-0.2,10,0.4
Cc1ccc(S(=O)(=O)N2CCC(C(=O)OCC(=O)N(Cc3ccccc3)C(C)(C)C)CC2)cc1C,-2,0.5,0,1.1,12,2,0.8,25,-1.1
CC(=O)C1=C(C)OC(N)=C(C#N)C1c1cccc2ccccc12 (stereo not drawn),2,-0.9,10,0.5,10,?,-4.7,-7,?
CCCc1cc(C(=O)Nc2ccc(C)cc2)no1,-1,-0.7,11,1.7,24,2,-1.6,3,-0.6
O=C(CC(=O)Nc1cccc(Cl)c1)N/N=C\c1ccccc1,-4,0.7,-4,1.1,12,2,-1.6,4,1.6
COc1ccc(N2CCN(C(=O)COC(=O)Cc3ccc(F)cc3)CC2)cc1,8,-0.6,-2,1.9,-3,13,-1.3,6,6.3
CN(C)S(=O)(=O)c1ccc(C(=O)OCCN=C2NS(=O)(=O)c3ccccc32)cc1,1,-0.7,2,0.4,-13,1,-3.1,-4,0.2
Cc1ccc(NC(=O)c2ccc(COc3ccccc3)o2)nc1,-1,-0.6,2,-0.3,-8,7,0.0,2,2.1
OCCC1CN(CCCc2ccccc2)CCN1Cc1ccc(F)cc1 (stereo not drawn),/,1.9,5,-2.1,2,/,1.3,7,/
Cc1ccc(NC(=O)CNC(=O)c2ccco2)cc1Cl,1,-0.1,1,1.3,4,-5,-0.5,0,-0.7
CCOC(=O)c1[nH]c2ccccc2c1NC(=S)Nc1cccc(C)c1,4,1.5,-9,-1.1,1,-13,-2.6,-8,-0.7
CC(NCCN(C)C)C(=O)C12CC3CC(CC(C3)C1)C2 (stereo not drawn),-4,0.9,9,1.4,-4,3,-0.7,4,-0.2
COc1ccc(NC(=O)CSc2ccc(F)cc2)cc1S(=O)(=O)N1CCCCC1,1,-0.5,12,/,9,-7,-0.3,3,-1.0
CCOCCCNC(=O)c1ccc2c(=O)n(Cc3ccc4c(c3)OCO4)c(=S)[nH]c2c1,-3,0.3,-4,0.6,-8,-6,-1.7,1,0.1
C=CCn1c(SCC(=O)Nc2ccc3c(c2)OCO3)nnc1-c1cc(Br)ccc1O,-4,-1.2,9,/,4,-6,-2.0,1,-1.1

# The final four entries of the section above lead into the next:
Structure,Anthrax LF prot,PfHsp40 rescue,PrPC surface inh,TcdB GH inh,CCHF vOTU inh,BoNT-F LC inh,FadD28 binding,Y pestis TopoI,BoNT-A LC inh2
CC(NCCN(C)C)C(=O)C12CC3CC(CC(C3)C1)C2 (stereo not drawn),-4,0.9,9,1.4,-4,3,-0.7,4,-0.2
COc1ccc(NC(=O)CSc2ccc(F)cc2)cc1S(=O)(=O)N1CCCCC1,1,-0.5,12,/,9,-7,-0.3,3,-1.0
CCOCCCNC(=O)c1ccc2c(=O)n(Cc3ccc4c(c3)OCO4)c(=S)[nH]c2c1,-3,0.3,-4,0.6,-8,-6,-1.7,1,0.1
C=CCn1c(SCC(=O)Nc2ccc3c(c2)OCO3)nnc1-c1cc(Br)ccc1O,-4,-1.2,9,/,4,-6,-2.0,1,-1.1
COc1ccc(-n2cc(CN3CCC(OC)CC3)c(-c3cccc(F)c3)n2)cc1,2,0.4,-12,0.9,-14,0,-5.4,-1,-0.5
COCC(=O)N(C)[C@H]1C[C@H]2c3[nH]c4ccccc4c3CCN2C(=O)[C@H]1[C@H](C)O,1,/,-11,-1.2,-72,2,-2.9,2,0.4
O=C(CC12CC3CC(C1)CC(CC(=O)NC1=NCCS1)(C3)C2)NC1=NCCS1,7,-0.9,-1,/,12,-3,0.1,9,0.4
O=C(COc1ccc2c3c(c(=O)oc2c1)CCCC3)N1CCN(c2ccccc2)CC1,1,3.2,-4,0.9,8,6,-0.4,15,1.1
COC(=O)C(O)(NC(=O)c1ccncc1)C(F)(F)F (stereo not drawn),4,1.4,5,0.5,9,-10,-1.7,6,-1.3
O=C(NC(=S)N1CCCCC1CO)C12CC3CC(CC(C3)C1)C2 (stereo not drawn),/,1.0,5,-0.1,-9,/,-1.1,0,/
CCn1c(SCC(=O)O)nc2sc3c(c2c1=O)CCC3,-3,0.4,-3,/,4,1,-2.2,-1,1.1
Cc1nc2cc3c(cc2s1)OCO3,-2,-2.0,-2,1.6,-6,-10,0.2,3,-0.4
O=C(Nc1ccc(N2CCN(C(=O)c3ccc(Cl)cc3)CC2)cc1)c1cc2ccccc2o1,0,0.0,-1,/,-12,-4,-0.1,3,-2.5
COc1cc(OC)cc(C(=O)OC/C(O)=C(\C#N)c2nc3ccccc3[nH]2)c1,-9,0.1,0,0.4,3,-6,-1.8,16,-0.3
CC12CC(c3ccccc3O1)C(/C(N)=N/NC(=O)c1ccc(F)cc1)C(=O)N2 (stereo not drawn),0,0.5,-2,0.6,9,-4,-2.4,-3,-0.7
COC(=O)C1=C(C)NC(C)=C(C(=O)OC)C1C(=O)OCc1nnc(-c2ccccc2Cl)o1,5,-0.2,-4,1.2,-6,-2,-3.2,0,-1.3
CSc1nnc(-c2ccc(NC(N)=S)cc2)o1,2,0.2,-6,0.9,-6,-1,-3.5,3,0.1
O=C(NC(Cc1ccccc1)C(=O)O)/C(=C/c1cccc(Br)c1)NC(=O)c1ccco1 (stereo not drawn),0,15,0,1.1,-3,14,-2.7,-4,-2.8
CN(CC(=O)Nc1ccccc1Cl)C(=O)COC(=O)CSc1ccc(Cl)cc1,-1,-2.6,5,2.4,-1,-2,-1.9,12,-0.8
CCc1ccc(NC(=O)c2cnn(-c3ccccc3)c2C)cc1,-4,-0.3,10,/,-9,-4,-2.1,10,-1.0
O=C1c2cc([N+](=O)[O-])ccc2-c2cc(Br)c(N=C(NO)C(F)(F)F)cc21,2,6.6,-33,0.7,2,-2,-2.7,-25,-0.3
O=S(=O)(NC1CCN(S(=O)(=O)c2c(F)cccc2F)CC1)c1ccc2c(c1)OCCO2,4,-0.7,11,-1.5,10,4,-1.3,0,0.2
CCOP(=O)(OCC)C1NC(=O)N(c2ccccc2)C1=O (stereo not drawn),10,?,-3,-0.4,-13,13,1.0,3,0.8
CS(=O)(=O)N(CC(=O)Nc1ccccc1C(=O)N1CCOCC1)c1ccc2c(c1)OCO2,-3,-0.3,-5,/,-17,-1,-0.9,-2,0.7
O=C(CSCc1ccccc1)NNC(=S)Nc1cccc(Cl)c1Cl,-5,9.2,3,/,4,0,0.8,6,-0.3
O=C(c1cc2ccccc2oc1=O)N(Cc1cccs1)Cc1cccs1,-2,7.3,-10,/,11,15,-6.8,24,1.1
CC(=O)Nc1ccc(C(=O)Nc2ccncc2)cc1,-16,1.3,-6,-0.4,-4,?,-1.9,3,-0.3
O=C(NCc1ccco1)c1csc2c1CCCC2,1,14,0,1.4,-5,-3,0.4,-1,0.4
CC1Cc2cc(S(=O)(=O)CCC(=O)NC3CCCCC3)ccc2N1C(=O)C1CC1 (stereo not drawn),0,0.8,-2,1.2,6,-4,-0.8,0,1.6
CCOC(=O)c1nn(-c2ccccc2)c2nnc(Cc3ccc(Cl)cc3)c(=O)n12,2,-0.2,-2,/,16,-16,-0.4,-4,-0.9
COc1ccc(C)cc1NC(=O)c1cc2c(CO)cnc(C)c2oc1=N,5,0.6,1,0.6,3,7,1.8,-3,-0.4
CCOC(=O)CSc1nnnn1-c1cccc2ccccc12,0,1.4,-4,/,5,-1,-2.1,-12,0.3
Cc1ccc(C2CC(c3cccc(Br)c3)Nc3nnnn32)cc1 (stereo not drawn),-4,3.9,0,/,1,-1,-1.5,3,-0.8
CC(CC(=O)Nc1cccc(F)c1)S(=O)(=O)c1ccc2c(c1)NC(=O)CO2 (stereo not drawn),-1,-1.3,6,1.5,10,2,-0.8,-4,1.7
O=C(Cn1c(=O)oc2ccccc21)N1CCN(c2ccccc2)CC1,-2,-1.3,-3,/,9,-1,-2.7,1,0.5
CC(=O)c1c[nH]c(C(=O)Nc2ccc(N3CCCCCC3)cc2)c1,/,0.3,11,0.4,13,/,-1.5,-16,/
COc1nccnc1NS(=O)(=O)c1ccc(N=Cc2c(C)[nH]n(-c3ccc(C)c(C)c3)c2=O)cc1,2,-2.7,-1,/,-9,1,-1.9,8,-0.4
Cc1ccc(CN2C(=O)CCC2(C)c2nnnn2Cc2ccccc2)cc1 (stereo not drawn),-5,/,1,1.0,-2,-9,/,/,-0.5
Cn1nc(CC(=O)NC2CCCCC2)c2ccccc2c1=O,-2,0.2,8,/,-2,-3,-2.0,-5,-1.7
CCn1c(SCC(=O)Nc2nc(C)cs2)nnc1-c1cccnc1,-9,-0.1,1,/,8,4,-3.0,3,4.9
Cc1ccc(/C(N)=N/OC(=O)c2cc(-c3ccccc3)nc3ccccc23)cc1,-10,1.4,-10,/,2,-5,-0.2,-11,0.5
CCOc1ccccc1NC(=O)[C@@H](NC(=O)c1ccccc1F)C(C)C,-5,0.3,-1,0.5,-5,12,-1.1,8,-4.9
CCCCCCN1CC(O)=C(c2ccccc2)C1=N,0,-0.9,-4,/,6,-2,-2.8,-3,0.2
CC(CNC(=O)CCc1ccccc1)NC(=O)CCc1ccccc1 (stereo not drawn),1,/,11,-8.1,-1,-10,-0.9,1,-0.3
O=C(c1cc(-c2cccs2)nc2ccccc12)N1CCN(CCO)CC1,/,-1.1,-8,0.1,-82,/,-4.0,-5,/
Cc1ccc(-c2ccc(S(=O)(=O)N3CCN(C)CC3)cc2)cc1,-2,0.8,-2,/,-2,1,-1.9,-1,0.8
